Screens deposited in PubChem BioAssay by National Center for Advancing Translational Sciences (NCATS).
GAA inhib – alpha-glucosidase (human) inhibition. P10253. purified human GAA, 4-MU-alpha-glucoside fluorescence. Potency, µM (series often up to 76.9 µM), without a hit: top-dose activity change, negative = inhibition, actives largely listed as inhibitors. hit rate 0.005% among 200,000. AID 1466;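 also: plate controls were uninhibited enzyme wells for no effect and no-enzyme background for full effect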
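Read-out is 4-methylumbelliferone fluorescence (Ex 365/Em 440 nm) after NaOH/glycine stop at pH 10. Enzyme 4 nM, substrate 400 uM, pH 5.0 citrate buffer, 20 min room temperature; AC50 from Hill-equation concentration-response.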
aGlu spleen mod – inhibits or activates alpha-glucosidase in human spleen homogenate; P10253; human spleen homogenate, 4-MU-alpha-glucoside fluorescence; Potency, µM (doses to about 79.9 µM), for the others: at the top dose activity change, negative = inhibition, actives largely listed as inhibitors; hit rate 0.006% among 240,000;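 also: 0% = enzyme with vehicle and -100% = no enzyme basal signal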
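Enzyme source: human spleen homogenate, 1 ug/well. Buffer 50 mM citric acid/K phosphate pH 5.0, 0.01% Tween-20. 4-MU-alpha-glucoside 1 mM; 37 C x 40 min; NaOH/glycine stop; fluorescence.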
Tau fluor cs – counter-screen for tau fibril formation inhibitors. tau K18 P301L (four-repeat tau fragment) Alexa594 fluorescence, heparin fibrillization. Potency, µM (top dose mostly 57.7 µM), without a hit: top-dose activity change, negative = decrease. hit rate 0.93% among 280,000. AID 1463; also: % is scaled to controls: 0 for no effect and ±100 for the full control effect; nearly all actives have a fitted effect of over 55% in size
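Human K18 P301L tau (15 uM unlabeled plus 0.24 uM Alexa 594-labeled, final) in 100 mM sodium acetate pH 7 was mixed with compound and 20 uM heparin and incubated 6 hr at 37 C.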
GAA glycogen – GAA glycogen-cleavage inhibition or activation. Potency, µM (series often up to 76.4 µM), without a hit: top-dose activity change, negative = inhibition, actives largely listed as inhibitors. recombinant GAA, glycogen substrate, Amplex Red glucose oxidase fluorescence. P10253. hit rate 0.38% among 300,000;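 also: 0% = full enzyme reaction and -100% = no-enzyme basal signal; the screen sought inhibitors and activators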
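Recombinant enzyme (4 nM final) with compounds titrated up to 77 uM and bovine liver glycogen (30 ug) in citrate pH 5.0, 0.01% Tween-20, 37 C 40 min. Released glucose detected by Amplex Red/glucose oxidase (Ex 573/Em 610); AC50 from Hill fits.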
NPSR antag – neuropeptide S receptor (human) antagonism, cAMP. Q6W5P4. CHO-NPSR cells, cAMP TR-FRET, antagonist mode. Potency, µM (titrated, usually from 38.3 µM), inactives show at the highest dose activity change, negative = inhibition, most hits filed as inhibitors. hit rate 1% among 220,000; also: % is scaled to controls: 0 for no effect and ±100 for the full control effect; nearly all actives have a fitted effect of over 50% in size; many of its hits are not listed in these tables
Target sequence (Q6W5P4 whole entry, looked up): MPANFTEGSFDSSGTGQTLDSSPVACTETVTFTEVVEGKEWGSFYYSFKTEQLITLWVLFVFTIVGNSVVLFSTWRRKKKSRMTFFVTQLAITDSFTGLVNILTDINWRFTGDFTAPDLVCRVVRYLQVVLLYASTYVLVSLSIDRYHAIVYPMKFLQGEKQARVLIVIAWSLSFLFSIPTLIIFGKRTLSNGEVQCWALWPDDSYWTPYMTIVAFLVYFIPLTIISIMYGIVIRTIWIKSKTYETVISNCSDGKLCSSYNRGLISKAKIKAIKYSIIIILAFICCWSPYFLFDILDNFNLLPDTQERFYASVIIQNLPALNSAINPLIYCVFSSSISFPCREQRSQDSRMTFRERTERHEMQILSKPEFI
Epigenetic derep – derepresses silenced GFP reporter in murine cells; murine LDR cells, GFP reporter derepression, 30 h; Potency, µM (highest dose often 53.9 µM), inactives show at the top dose GFP activation, actives largely listed as activators; hit rate 0.2% among 280,000; also: % of control where 0% means no effect; nearly all actives have a fitted effect of over 60% in size
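Derepression of a silenced CMV-GFP reporter in murine LDR cells is scored by enumerating GFP-positive cells with a laser-scanning microplate cytometer after 30 hours of treatment at 37 C.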
ALDH1A1 inh – inhibitors of human aldehyde dehydrogenase 1A1; Purified ALDH1A1, NADH fluorescence, propionaldehyde substrate; Potency, µM (series often up to 75.3 µM), without a hit: top-dose activity, negative = inhibition, hits mostly inhibitors; hit rate 7.3% among 220,000; AID 1030; active = well fitted inhibition curve with a large enough effect, not every such curve was filed as active; inconclusive = small, poorly fitted or top-dose-only effect, or another doubt; inactive = no such curve, though single readings can be large or run the other way;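 also: plate controls were no enzyme wells and a reference inhibitor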
GLA spleen mod – inhibits or activates alpha-galactosidase in human spleen homogenate. P06280. human spleen homogenate, 4MU-alpha-Gal fluorescence, 40 min. Potency, µM (highest dose often 80 µM), for inactives: at the highest dose activity change, negative = inhibition, actives largely listed as inhibitors. hit rate 0.008% among 240,000;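 also: 0% = enzyme with vehicle and -100% = no enzyme basal signal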
Target sequence (P06280 32-429 limits assumed): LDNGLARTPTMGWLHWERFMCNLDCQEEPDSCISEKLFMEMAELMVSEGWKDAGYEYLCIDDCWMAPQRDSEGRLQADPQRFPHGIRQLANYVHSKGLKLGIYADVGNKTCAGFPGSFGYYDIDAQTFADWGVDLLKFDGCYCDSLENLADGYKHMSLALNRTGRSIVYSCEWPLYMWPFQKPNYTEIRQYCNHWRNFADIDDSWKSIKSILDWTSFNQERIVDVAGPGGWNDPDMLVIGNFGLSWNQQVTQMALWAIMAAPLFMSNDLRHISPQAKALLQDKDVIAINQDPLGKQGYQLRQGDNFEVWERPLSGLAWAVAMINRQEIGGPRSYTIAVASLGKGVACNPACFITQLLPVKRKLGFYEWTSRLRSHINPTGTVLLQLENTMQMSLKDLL
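Fluorogenic readout (Ex 365/Em 440 nm) of 4-methylumbelliferone released from 1 mM 4-MU-alpha-galactoside by spleen homogenate, 40 min at 37C, pH 5.0. Data normalized to no-enzyme and enzyme controls; Hill-equation AC50 from compound titrations.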
The depositor's hits bear a star; ? = inconclusive; · = not tested or not shown; [ ] = another dose, or the depositor's remark. Unless noted, calls follow the shape of the dose curve; as a rule, active = well fitted curve in the direction sought with a large enough effect; inconclusive = small, poorly fitted or top-dose-only effect, or another doubt; inactive = no such curve, though single readings can be large; an effect the other way counts as inactive or inconclusive. Potency is read from the fitted curve at half-maximal effect. Only part of the results is shown; rates above refer to the full screens.

Compound,GAA inhib,aGlu spleen mod,Tau fluor cs,GAA glycogen,NPSR antag,Epigenetic derep,ALDH1A1 inh,GLA spleen mod
NC(=O)CC[C@@H]1NC(=O)[C@@H]2CCCN2C(=O)c2cc([N+](=O)[O-])cc(I)c2NCCC[C@@H](C(N)=O)NC1=O,0%,-18%,-6%,-1%,14%,-0.5%,-3%,-4%
O=C(N/N=C/c1ccccc1O)/C(=C/c1ccccc1)CCO,-1%,-15%,-9%,-2%,17%,1.0%,3%,-7%
CN(C)Cc1cc2ccccc2c2c1COC2,·,-4%,-11%,7%,26%,2.1%,·,0%
Cc1ccc(CNC(=O)CCC2CCCN(Cc3cc4ccccc4o3)C2)o1 (configuration not stated),·,-4%,8%,-7%,-15%,1.1%,·,0%
CC(=O)CC(=O)Nc1ccccc1NC(C)=O,-5%,-5%,0%,1%,0%[46.1 µM],0.0%,0%,0%
O=[N+]([O-])c1ccc(CSc2nnc(Cc3ccccc3)o2)cc1,·,0%,-16%,-2%,-20%,1.0%,·,3%
Cn1c(CN2CCN(C(=O)c3ccccc3Cl)CC2)nc2cc([N+](=O)[O-])ccc21,-16%,-6%,-10%,3%,-6%,-1.0%,?,-1%
Cc1c(CC(=O)O)c(=O)oc2c(C)c(OCc3nn[nH]n3)ccc12,-3%,3%,5%,-2%,-20%,4.0%,?,-5%
CCOC(=O)CSc1n[nH]c(NC(=O)c2cccc(C)c2)n1,-4%,-7%,-12%,-2%,-5%[46.1 µM],0.0%,8%,-5%
COc1ccccc1NC(=O)Nc1ccncc1,1%,3%,-7%,1%,35%,6.0%,-10%,11%
C=CCNC(=O)COC(=O)CCC(=O)c1cccs1,-5%[15.4 µM],11%,-2%,5%,-22%,0.5%,9%,9%
CCCC(=O)Nc1c2c(nc3ccccc13)N(c1ccccc1)CC2,?,5%,-14%,1%,20%,11%,?,?
CC(=O)ON(C(C)=O)S(=O)(=O)c1ccc(Cl)cc1,·,10%,-13%,·,·,0.0%,-7%,0%
Cc1sc(NC(=O)c2cc3ccccc3oc2=O)c(C(=O)OC(C)C)c1-c1ccccc1,?,7%,-10%,23%,6%[46.1 µM],0.0%,12%,15%
CCCNC(=O)c1ccccc1NC(=O)CN(c1ccccc1)S(=O)(=O)N(C)C,·,2%,-7%,-2%,8%,-0.1%,4%,8%
C=CCn1c(-c2ccc(OC)cc2)csc1=Nc1c(C)n(C)n(-c2ccccc2)c1=O,2%,-1%,-14%,23%,-23%[46.1 µM],0.8%,13%,0%
Cc1cc(C(C)(C)C)cc(S(=O)(=O)NCCO)c1C,-4%,-2%,2%,8%,-1%[46.1 µM],0.0%,?,2%
COc1ccc(NC(=O)CC(NCc2ccccn2)C(=O)O)cc1 (configuration not stated),15%,-3%,8%,9%,10%,-1.5%,8%,0%
O=C(CC1C(=O)N(c2ccccc2)C(=S)N1c1ccccc1)c1ccccc1 (configuration not stated),-9%,1%,-14%,-9%,-21%,1.0%,-1%,3%
O=C1Nc2ccc(S(=O)(=O)N3CCCC3C(=O)O)c3cccc1c23 (configuration not stated),2%,3%,0%,2%,-1%[46.1 µM],0.4%,-10%,9%
Cc1ccc(S(=O)(=O)ON2C(=O)c3ccccc3C2=O)c(C)c1,6%,2%,-21%,3%,-26%[46.1 µM],19%,?,9%
Cn1c(=O)c2c(nc(CN3CCOCC3)n2CCCO)n(C)c1=O,-3%,5%,0%,0%,1%[46.1 µM],0.1%,8%,8%
CCc1nnc(NC(=O)CCC(=O)NCc2ccc(OC)cc2)s1,-2%[15.4 µM],-3%,-6%,2%,-32%,1.9%,-6%,4%
O=C(CSc1ccc(Cl)cc1)N/N=C/c1cccnc1,1%,·,-3%,4%,-2%,-1.1%,12%,-10%
O=C(NC1CCCCC1)Oc1cccc2ccccc12,9%,3%,16%,9%,2%,-1.1%,7%,-2%
Cc1ccc(NC(=O)NC2CCCN2S(=O)(=O)c2ccc(Cl)cc2)cc1 (configuration not stated),-2%,1%,-26%,-3%,-18%[46.1 µM],1.4%,5%,2%
O=C1CSCN1c1cc(Cl)ccc1Cl,12%,3%,10%,13%,12%,-0.9%[10.1 µM],10%,1%
NC(=NC(=O)c1ccccc1)N1CCN(C(c2ccccc2)c2ccccc2)CC1,·,-2%,0%,-9%,?,0.0%,·,6%
COC(C(=O)Nc1ccc(Br)cc1F)c1ccccc1 (configuration not stated),8%,0%,-12%,-2%,-5%,-1.2%,10µM*,-8%
Cn1c(CN2CCN(C(=O)c3ccc(F)cc3)CC2)nc2cc([N+](=O)[O-])ccc21,-13%,-1%,-2%,11%,1%,-1.0%,-6%,-3%
COC(=O)CCCC1=CC2=CC(=O)C(C)(OC(=O)c3cccs3)C(=O)C2=CN1CC1CC1 (configuration not stated),·,3%[17.4 µM],-23%[11.6 µM],19%,-4%,-0.5%,-4%[13.5 µM],10%[17.5 µM]
Cc1cc2cc(CN3C(=O)c4ccccc4C3=O)ccc2[nH]1,0%,8%,?,1%,13%,0.1%,-6%,6%
Cc1sc(NC(=O)Nc2ccccc2)c(C(N)=O)c1C,11%,-5%,?,?,22%,-3.4%,13µM*,6%
COCC(=O)Nc1ccc(Nc2ccccc2)cc1,1%,-5%,?,-22%,-16%[46.1 µM],-2.8%,-8%,0%
Cc1cccc(NCC(=O)N/N=C\c2ccc[nH]2)c1,·,2%,-13%,?,1%,2.1%,·,-7%
CNC(=S)N1N=C(c2ccc(Br)cc2)CC1c1ccc(N(C)C)cc1 (configuration not stated),-5%,-3%,?,0%,-26%,3.9%,?,-7%
O=C(NCc1ccc(Cl)cc1)c1ccccc1CCc1ccccc1,-1%,-16%,-8%,-5%,-18%,-0.1%,?,-6%
c1ccc2c(c1)nc(Nc1ccc(N3CCCCC3)cc1)c1nncn12,·,-4%,?,-24%,-24%,2.7%,·,8%
O=C(CCn1c(=O)oc2ccccc21)N1CCc2ccccc21,?,-5%,-6%,9%,5%[46.1 µM],8.1%,-2%,-22%
COc1cc(S(=O)(=O)N2CCN3CCCC3C2)ccc1-n1cnnn1 (configuration not stated),1%,8%,1%,0%,-3%[46.1 µM],-2.7%,8%,-2%
COc1ccc(Cl)cc1C(=O)NNC(=S)NC(=O)c1cc(-c2ccccc2)nc2ccccc12,6%,0%,-1%,-10%,-5%[46.1 µM],-2.5%,32µM*,13%
Cc1cc(N2C(=O)C3CC=CCC3C2=O)cc(C)c1Br (configuration not stated),-7%,-9%,-10%,8%,?,-1.2%,?,3%
Oc1ccc(Br)cc1C=Nc1ccc2[nH]ncc2c1,6%,0%,-17%,-3%,-18%,-3.2%,?,-8%
Cc1ccc(N=c2ssnc2Cl)cc1,-2%,2%,-25%,-5%,-8%[46.1 µM],18%,2.2µM*,?
Cc1ccc(OCC(=O)N/N=C\c2c(C)[nH]n(-c3ccccc3)c2=O)c([N+](=O)[O-])c1,-1%,-15%,-22%,12%,-18%,0.0%,2%,1%
Cc1cccc(C)c1NC(=O)c1sccc1SCC#N,8%,-4%,-12%,-14%,-4%[46.1 µM],-4.5%,-4%,3%
O=C1c2ccccc2NC2(CCCC2)N1N=C1CCCC1,?,11%,10%,-11%,6%,1.4%,?,8%
CCCn1c(SCC(=O)NC(=O)Nc2ccc(C)cc2C)n[nH]c1=O,-4%,1%,-2%,7%,-13%[46.1 µM],-2.3%,6%,-3%
CN(C)C(C)(C)/C=C/C(O)(c1ccccc1)c1ccccc1,·,-4%,-4%,3%,12%,-2.0%,·,0%
CSc1nc2ccc(S(=O)(=O)N3CCCCC3)cc2s1,-3%,-11%,-13%,-1%,-5%[46.1 µM],-1.2%,9%,1%
CC1=NN(c2ccccc2)C(=O)C1c1ccccc1 (configuration not stated),0%,5%,0%,-3%,-2%,-0.9%,16%,2%
CCCc1nnc(NC(=O)c2ccc(N3C(=O)C4C5C=CC(C5)C4C3=O)cc2)s1 (configuration not stated),-8%,-6%,-12%,-3%,-13%[46.1 µM],0.3%,-5%,-8%
CC(C)[C@@H](N)C(=O)O,·,4%,3%,·,·,-1.8%,-3%,-1%
O=C(Nc1ccccn1)[C@@H]1CCC(=O)N1C(=O)OCc1ccccc1,4%,2%,-1%,1%,2%[46.1 µM],0.9%,1%,-2%
Nc1cc(=O)n(Cc2ccccc2)c(=O)n1-c1ccc(F)cc1,·,0%,8%,1%,-3%[7.67 µM],-1.4%,·,-11%
CCOC(=O)C1=C(CSc2nc3c(cc2C#N)CN(C)CC3)OC(N)=C(C#N)C1c1ccccc1 (configuration not stated),3%,0%,?,12%,-28%[46.1 µM],-1.8%,?,3%
CCc1ccc(NC(=S)Nc2ccc3[nH]c(=O)[nH]c3c2)cc1,-2%,-1%,?,-6%,-10%,-1.1%,?,0%
Cc1ccc(CSCC(=O)N/N=C/c2cccc(OC3CSC3)c2)cc1,0%,2%,-16%,12%,-5%,-0.9%,1%,-2%
O=C(O)/C=C/c1cnc2ccccc2n1,-2%,7%,2%,0%,11%,-2.2%,11%,7%
O=S(=O)(NCCCCCNS(=O)(=O)c1ccc(F)cc1)c1ccc(F)cc1,-11%,-5%,-17%,-3%,-7%[46.1 µM],-1.0%,?,1%
CCOC(=O)c1c(NC(=O)c2noc3c2CCCC3)sc(C)c1C,-1%,-1%,-21%,2%,-2%[46.1 µM],0.0%,22µM*,0%

Record cards (already shown). Screens in order: GAA inhib | aGlu spleen mod | Tau fluor cs | GAA glycogen | NPSR antag | Epigenetic derep | ALDH1A1 inh | GLA spleen mod
Record of CCCn1c(SCC(=O)NC(=O)Nc2ccc(C)cc2C)n[nH]c1=O = -4% | 1% | -2% | 7% | -13%[46.1 µM] | -2.3% | 6% | -3%
Record of O=S(=O)(NCCCCCNS(=O)(=O)c1ccc(F)cc1)c1ccc(F)cc1 = -11% | -5% | -17% | -3% | -7%[46.1 µM] | -1.0% | ? | 1%
